# AID2073: inhibitors of Mint1-CaV2.2 protein interaction, biochemical, HTRF (AID 2073) | one-dose inhibition, % at 20 µM; IC50 in µM for titrated hits | HTRF protein-protein interaction, Mint1-CaV2.2; higher % means a stronger effect | 290,000 tested, 0.19% active; in the data active = inhibition mostly above about 51%, no sharp cut-off; inconclusive = no clear call, values can overlap the other calls; inactive = mostly below about 53%; note: some results filed as inactive read as strong as hits
# KOR beta-arrestin-1: kappa opioid receptor activators – cell-based, luminescence, uHTS, primary screen (AID 1777). KOR beta-arrestin recruitment, luminescence; higher % means a stronger effect. activation, % at 10 µM, or EC50 in µM where a hit was titrated. 280,000 tested, 0.02% active; in the data active = activation above about 50%, passing the limit was not always enough; note: a part of the inactive calls stands beside numbers as strong as those of hits
# GPR35 antagonists: inhibition of zaprinast-stimulated GPR35 beta-arrestin translocation – imaging, U2OS, beta-arrestin-GFP, zaprinast agonist, primary screen (AID 2058); U2OS GPR35 beta-arrestin-GFP translocation imaging, zaprinast antagonism; higher % means a stronger effect; one-dose inhibition, % at 10 µM; IC50 in µM for titrated hits; 290,000 tested, 0.052% active;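 active = inhibition of at least 50% with at least 30 cells and total cytoplasm GFP at most 10,000,000; inconclusive = under 30 cells or total GFP of 10,000,000 plus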
# NOD1 inhibition: inhibition of NOD1-driven NF-kB reporter – cell-based, luminescence, uHTS, primary screen (AID 1578). NOD1-driven NF-kB luciferase reporter cells, luminescence; higher % means a stronger effect. one-dose inhibition, % at 4 µM; EC50 in µM for titrated hits. 290,000 tested, 1% active; in the data active = inhibition mostly above about 36%, no sharp cut-off; inactive = mostly below about 34%;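 note: HEK-293T reporter cells stimulated with the NOD1 agonist gamma-tri-DAP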
# GPR55 beta-arrestin: GPR55 agonists via beta-arrestin recruitment, primary screen, imaging, U2OS cells, beta-arrestin-GFP redistribution (AID 1961); 290,000 tested, 0.048% active; activation, % at 10 µM, or EC50 in µM where a hit was titrated; U2OS GPR55 beta-arrestin-GFP redistribution imaging; higher % means a stronger effect;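 active = activation above 40% with more than 50 cells counted in the well; inconclusive = wells holding fewer than 50 cells, flagged as toxic or sparse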;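 note: U2OS osteosarcoma cells stably expressing GPR55 and beta-arrestin-GFP; plate controls were DMSO negative control for no effect and LPI positive control for full effect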
# SIAH1 antagonists: Siah-1 peptide-binding antagonists, primary screen, biochemical, fluorescence polarization, rhodamine-plectin, uHTS (AID 1817); Siah-1 / rhodamine-plectin peptide fluorescence polarization; higher % means a stronger effect; 290,000 tested, 0.02% active; displacement, % at 20 µM; hits with a dose series show IC50 in µM;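 active = displacement of at least 50% at 20 µM, with a fluorescence ratio check between 0.3 and a set limit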;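 note: plate controls were Siah plus tracer with DMSO for no effect and tracer alone without Siah for full effect; strong numbers were not always called active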
# HIV peptide binding: inhibitors of HIV fusion peptide binding, primary screen, biochemical, uHTS, fluorescence dequenching (AID 1986) | cell-free peptide binding, fluorescence dequenching, 30 min; higher % means a stronger effect | inhibition, % at 20 µM; hits with a dose series show IC50 in µM | 290,000 tested, 0.3% active; in the data active = inhibition mostly above about 52%, no sharp cut-off; inactive = mostly below about 76%; note: some results filed as inactive read as strong as hits
# GPR55 LPI antagonism: GPR55 antagonists blocking LPI-driven arrestin recruitment, primary screen, imaging, U2OS, beta-arrestin-GFP, LPI agonist (AID 2013); U2OS GPR55 beta-arrestin-GFP translocation imaging, LPI antagonism; higher % means a stronger effect; inhibition, % at 10 µM; hits with a dose series show IC50 in µM; 290,000 tested, 0.13% active;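 active = spots per cell inhibited over 60%, with over 100 cells counted and total cytoplasm intensity under 500,000; inconclusive = wells with under 100 cells, flagged as likely toxic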;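 note: U2OS cells stably carrying GPR55 and arrestin-GFP stimulated by 5 µM LPI near EC80; imaged beta-arrestin-GFP aggregate spots per cell after agonist stimulation; plate controls were LPI-stimulated DMSO wells for no effect and DMSO wells without LPI for full effect; some results filed as inactive read as strong as hits; confirmed hits need IC50 under 10 µM and bright autofluorescent wells are also inconclusive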
# KOR beta-arrestin-2: kappa opioid receptor blockers – cell-based, luminescence, uHTS (AID 1778) | 290,000 tested, 0.091% active | inhibition, % at 10 µM; hits with a dose series show IC50 in µM | KOR beta-arrestin recruitment, luminescence, antagonist mode; higher % means a stronger effect; in the data active = inhibition above about 50%; note: strong numbers were not always called active
# * = called active by the depositor; ? = inconclusive; nt = not tested or not shown; [ ] = dose if it differs, or a comment. Some of the compounds tested; count on the stated rates, not on these rows.
SMILES,AID2073,KOR beta-arrestin-1,GPR35 antagonists,NOD1 inhibition,GPR55 beta-arrestin,SIAH1 antagonists,HIV peptide binding,GPR55 LPI antagonism,KOR beta-arrestin-2
COc1ccc(C(C#N)N2N=C(C)CC2c2ccccc2)cc1OC (configuration not stated),-3%,-2.7%,0%,-22%,-0.1%,10%,-0.7%,13%,-10%[20 µM]
COCCNS(=O)(=O)c1ccc(OCC(=O)N2CCc3ccccc3C2)c(Cl)c1,7%,14%,8%,18%,1.3%,-2%,-1.2%,10%,-5%
CCN(CC)c1nc(C)c(C(C)=O)cc1C#N,5%,2.1%,3%,31%,0.3%,-2%,-1.0%,-15%,-35%
Cc1cc(C)n2nc(C(=O)NNC(=O)c3ccc(Cl)cc3)nc2n1,-4%,0.7%,1%,0%,-0.1%,-6%,-3.2%,0%,10%
CC1=CC(C)C(CN(CCC[N+](C)(C)C)C(=O)Nc2ccccc2)C(C)C1 (configuration not stated),-31%,0.1%,4%,-1%,-0.2%,2%,-0.9%,5%,16%
C/C(=N\N1CCN(Cc2ccccc2Cl)CC1)c1ccc(F)cc1,1%,1.5%,17%,-7%,-0.1%,0%,1.4%,16%,-30%
O=C(N/C=C/n1cnc2cc(C(F)(F)F)ccc21)c1ccccc1F,15%,1.1%,-3%,-21%,0.5%,16%,1.0%,-6%,-6%
Cc1c(CCO)c(=O)n2c([nH]c3ccccc32)c1C#N,-3%,1.3%,1%,2%,-0.1%,3%,1.9%,-10%,-25%
CCCCC1=CC2=CC(=O)C(C)(OC(=O)CC)C(=O)C2=CN1CCc1ccccn1 (configuration not stated),4%,-1.0%,-6%,3%,-0.2%,8%,2.7%,14%,33%
O=C(c1cccc(C(F)(F)F)c1)N(c1ccccn1)C1CCCCC1,-3%,-1.8%,1%,-2%,-0.3%,10%,-1.4%,-1%,-9%
O=C(CSc1ccc(Cl)cc1)c1ccco1,11%,4.8%,9%,-1%,-0.2%,-8%,-0.6%,14%,-5%
Cn1cccc1CC(=O)N/N=C/c1cccc([N+](=O)[O-])c1,18%,-3.7%,1%,-19%,0.3%,5%,9.9%,10%,26%
COc1c(Cl)cc(Cl)cc1C(=O)Nc1ccc(CN2CCCCC2)cc1,8%,2.5%,-6%,56%,0.2%,-11%,-2.0%,1%,-2%[20 µM]
COc1ccc(Cn2c(-c3ccco3)nc3oc4cc(OC)ccc4c(=O)c3c2=O)cc1,6%,-2.5%,1%,-69%,-0.2%,8%,-2.8%,4%,14%
CC(NC(=O)c1noc2c1CCCC2)c1ccccc1 (configuration not stated),-3%,-2.8%,6%,-10%,-0.1%,0%,0.2%,-4%,-6%
O=C1CCCCC1c1cccc2ccccc12 (configuration not stated),?,-3.3%,-10%,10%,-0.3%,2%,1.0%,-4%,12%
Cn1cccc1C(C(=O)NC1CCCCC1)N(C(=O)Cc1cccs1)c1ccc2c(c1)OCO2 (configuration not stated),11%,14%,13%,3%,-0.3%,-2%,2.6%,1%,-18%
CN(C)c1ccc(/C=N/Nc2cc(N3CCOCC3)nc(N3CCOCC3)n2)cc1,-4%,-4.7%,-8%,0%,0.6%,-2%,-1.2%,16%,8%
Nc1ccc(C(=O)OCc2nc3c(ccc4ccccc43)[nH]2)cc1,13%,1.5%,9%,-37%,-0.3%,-1%,0.4%,4%,30%
CC(C)NC(=O)COc1ccc2c(c1)C(=O)CC(C)(C)O2,36%,-0.3%,-1%,-17%,0.1%,2%,3.7%,7%,-80%
COc1ccc(NC(=O)CN(C)S(=O)(=O)c2ccc3c(c2)n(C)c(=O)c(=O)n3C)cc1,5%,6.3%,13%,-15%,0.0%,1%,1.1%,12%,-8%
CC(O)CNc1nc2ccccc2n1CC(=O)NC12CC3CC(CC(C3)C1)C2 (configuration not stated),-9%,nt,4%,-5%,-0.4%,1%,-1.4%,17%,nt
CC(C)NC(=O)C(=O)NCCCN1CCOCC1,2%,-1.1%,14%,-44%,-0.2%,0%,-0.9%,16%,-1%
Cc1ccc(C2CC2c2n[nH]c(=S)n2-c2cccc(C)c2)cc1 (configuration not stated),-10%,-0.3%,4%,-44%,0.1%,5%,0.0%,-11%,-16%
CCN(Cc1cc2ccccc2[nH]c1=O)S(=O)(=O)c1ccc(OC)cc1,4%,2.8%,-3%,-5%,-0.1%,-4%,1.6%,2%,-11%
# (continued)
SMILES,AID2073,KOR beta-arrestin-1,GPR35 antagonists,NOD1 inhibition,GPR55 beta-arrestin,SIAH1 antagonists,HIV peptide binding,GPR55 LPI antagonism,KOR beta-arrestin-2
Oc1ccccc1CNn1cnnc1,7%,0.8%,-5%,-3%,0.1%,12%,0.5%,12%,0%
COc1cc(-c2noc(C)c2C(=O)NCCc2c[nH]c3ccccc23)cc(OC)c1OC,-4%,-2.2%,2%,-27%,-0.3%,0%,1.1%,3%,-23%[20 µM]
Cc1cc(C)cc(NC(=O)Nc2cccnc2)c1,6%,-5.0%,0%,-4%,-0.3%,-8%,-0.9%,-14%,17%
O=C(C1=C[C@@H](c2ccc(Br)cc2)C[C@@H](OCCCCO)O1)N1CCN(Cc2ccccc2)CC1,-9%,-3.7%,0%,-24%,-0.2%,-2%,1.1%,-9%,-1%
O=C(OCc1cnc(Cl)s1)c1cccs1,5%,2.1%,-2%,22%,0.5%,-2%,-0.9%,-2%,-32%[20 µM]
O=C(Nc1ccc(-c2nc3ccccc3[nH]2)cc1)c1c(F)c(F)c(F)c(F)c1F,23%,-1.8%,-8%,-28%,0.1%,4%,0.3%,-4%,-5%
CCOc1ccccc1N1CCN(Cc2ccc(Br)s2)CC1,-8%,-2.6%,6%,-6%,-0.1%,7%,-2.3%,10%,7%
O=C(COC(=O)/C=C/c1ccc([N+](=O)[O-])cc1)NCc1ccco1,-13%,9.9%,8%,-1%,0.2%,0%,-1.1%,3%,18%
CCOC(=O)c1ccc(NC(=O)Nc2ccn(C)n2)cc1,0%,2.6%,0%,-46%,-0.1%,2%,1.6%,-2%,-8%
CCOc1c2ccoc2nc2c(OC)c(OC)ccc12,30%,2.6%,-10%,-19%,0.2%,0%,-0.1%,7%,-4%
COc1ccccc1CC(=O)Nc1cccc(S(=O)(=O)N2CCOCC2)c1,-1%,7.1%,10%,14%,0.9%,-2%,-0.9%,2%,-2%
COc1ccc(-c2ccc(C(=O)C3CC3)cc2)cc1,25%,0.9%,-14%,2%,0.4%,9%,3.7%,6%,-1%
CCCNC(=S)Nc1cccc(C(F)(F)F)c1,-5%,0.2%,nt,-28%,0.2%,2%,-2.7%,7%,-12%
O=C(NC1CCCCCC1)C1c2ccccc2C(=O)N1C1CC1 (configuration not stated),5%,-2.6%,-13%,-20%,0.0%,10%,-0.7%,28%,24%
COc1ccc(C[C@H]2CN3C(=NC[C@@H]3Cc3ccc(O)cc3)N2C[C@H](C)NC(=O)CCC2CCCCC2)cc1,-8%,-0.6%,-8%,2%,0.0%,0%,0.0%,17%,39%
CC(=O)Nc1cccc(-c2csc(Nc3cc(C)ccn3)n2)c1,26%,5.7%,11%,49%,-0.1%,-5%,1.4%,-1%,-44%
NC(=O)CC(NC(=O)Cc1cccc2ccccc12)c1ccc(NCc2ccc(F)c(F)c2)c([N+](=O)[O-])c1 (configuration not stated),-3%,-3.8%,7%,-9%,-0.1%,2%,-2.1%,8%,13%
O=C(COC(=O)c1cccnc1)Nc1ccc2c(c1)OCO2,14%,nt,10%,-29%,-0.1%,0%,-1.3%,3%,-15%[20 µM]
Cc1cnc(C(=O)OCC(=O)Nc2ccc(Cl)cc2Cl)cn1,13%,0.3%,-9%,-16%,0.3%,0%,0.4%,-5%,-16%
S=C(NC1CCCCC1)N1CCc2[nH]c3ccccc3c2C1,-35%,0.4%,-9%,1%,-0.3%,0%,-0.3%,-10%,-10%
Cc1ccc(NC(=O)CCNC(=O)c2ccc(Cl)cc2)nc1,9%,6.3%,-3%,-46%,-0.1%,0%,0.4%,2%,-28%
C[C@]12C[C@H](O)[C@H]3[C@@H](CCC4=CC(=O)CC[C@@]43C)[C@@H]1CC[C@@H]2C(=O)CO,-2%,-0.8%,-9%,-15%,0.2%,8%,2.4%,5%,-15%
CCCOc1ccc(-c2csc3nc[nH]c(=O)c23)cc1,-6%,1.4%,6%,-48%,0.3%,0%,0.7%,2%,-18%
Cc1ccc(-c2noc(C3CCCN(C(=O)c4ccc(F)cc4F)C3)n2)cc1 (configuration not stated),-3%,-3.1%,6%,-17%,0.2%,0%,-3.0%,-5%,28%
Cc1cccc(-n2c(Cn3nc(C)c([N+](=O)[O-])c3C)n[nH]c2=S)c1,-17%,7.5%,5%,-4%,0.0%,7%,-2.1%,11%,5%
CCCC(=O)NC(Nc1cc(C(F)(F)F)ccc1Cl)C(Cl)(Cl)Cl (configuration not stated),16%,-1.1%,10%,-4%,-0.2%,-4%,1.7%,16%,-26%
CCCCCCN(C(=O)CCCCCN1C(=O)NC(c2ccc(-c3ccccc3)cc2)C(C(=O)OCc2ccccc2)=C1C)C(C(=O)NCCCC)c1ccc(-c2ccccc2)cc1 (configuration not stated),18%,nt,-2%,-2%,-0.1%,1%,-0.3%,8%,10%
Oc1ccccc1C1=Nc2ncnn2C(c2ccccc2)C1 (configuration not stated),4%,0.9%,-10%,5%,-0.1%,7%,1.9%,2%,11%
CC(C)OCCCNC(=O)CCSc1ccc(Cl)cc1,-4%,-2.1%,7%,-23%,0.0%,-1%,0.2%,2%,19%

# Compound profiles, from the list above:
# S=C(NC1CCCCC1)N1CCc2[nH]c3ccccc3c2C1 is listed with AID2073 = -35%; KOR beta-arrestin-1 = 0.4%; GPR35 antagonists = -9%; NOD1 inhibition = 1%; GPR55 beta-arrestin = -0.3%; SIAH1 antagonists = 0%; HIV peptide binding = -0.3%; GPR55 LPI antagonism = -10%; KOR beta-arrestin-2 = -10%
# CCOc1c2ccoc2nc2c(OC)c(OC)ccc12 is listed with AID2073 = 30%; KOR beta-arrestin-1 = 2.6%; GPR35 antagonists = -10%; NOD1 inhibition = -19%; GPR55 beta-arrestin = 0.2%; SIAH1 antagonists = 0%; HIV peptide binding = -0.1%; GPR55 LPI antagonism = 7%; KOR beta-arrestin-2 = -4%
# COc1ccccc1CC(=O)Nc1cccc(S(=O)(=O)N2CCOCC2)c1 is listed with AID2073 = -1%; KOR beta-arrestin-1 = 7.1%; GPR35 antagonists = 10%; NOD1 inhibition = 14%; GPR55 beta-arrestin = 0.9%; SIAH1 antagonists = -2%; HIV peptide binding = -0.9%; GPR55 LPI antagonism = 2%; KOR beta-arrestin-2 = -2%

# Screening data (PubChem BioAssay)
